Screens: PubChem, Sanford-Burnham Center for Chemical Genomics
SENP7 block: SENP7 protease inhibitors, primary screen, biochemical, luminescence, uHTS. 330,000 compounds, 1.5% hits. recombinant SENP7, Z-RLRGG-aminoluciferin luminescence, 40 min. AID 434973, 2010. inhibition, % at 5 µM. Sentrin-specific protease 7 (Homo sapiens), Q9BQF6;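 active = inhibition above about 50% at the single test dose, limit read from the data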;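 note: plate controls were DMSO with enzyme for no effect and no enzyme buffer wells for full effect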
Target sequence (Q9BQF6 706-1050 limits assumed): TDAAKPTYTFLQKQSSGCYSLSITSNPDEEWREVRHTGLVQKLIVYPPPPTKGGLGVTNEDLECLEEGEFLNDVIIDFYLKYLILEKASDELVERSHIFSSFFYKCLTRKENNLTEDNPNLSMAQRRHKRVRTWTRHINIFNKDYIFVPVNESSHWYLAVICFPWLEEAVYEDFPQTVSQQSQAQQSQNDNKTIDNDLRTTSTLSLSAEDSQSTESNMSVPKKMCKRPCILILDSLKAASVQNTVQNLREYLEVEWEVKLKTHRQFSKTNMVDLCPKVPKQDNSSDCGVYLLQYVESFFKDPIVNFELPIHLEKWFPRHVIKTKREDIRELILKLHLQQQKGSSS
SENP8 inh: human SENP8 protease inhibitors, primary screen, biochemical, fluorescence, Nedd8 protein substrate, uHTS. Sentrin-specific protease 8 (Homo sapiens), Q96LD8. recombinant SENP8. 360,000 compounds, 0.64% hits. inhibition, % at 20 µM; in the data active = inhibition mostly above about 40%, no sharp cut-off; inactive = mostly below about 27%
Target sequence (Q96LD8 whole entry, looked up): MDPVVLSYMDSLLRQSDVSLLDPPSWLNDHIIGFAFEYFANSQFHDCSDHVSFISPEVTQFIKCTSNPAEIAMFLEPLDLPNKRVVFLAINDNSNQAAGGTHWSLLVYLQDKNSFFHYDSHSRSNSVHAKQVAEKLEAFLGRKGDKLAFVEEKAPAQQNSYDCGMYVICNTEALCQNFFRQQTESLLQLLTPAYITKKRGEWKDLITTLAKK
HKDC1 inh: HKDC1 hexokinase inhibitors, primary screen, biochemical, fluorescence, uHTS. AID 493160, 2011. recombinant HKDC1, G6PDH/diaphorase resazurin coupled fluorescence. 340,000 compounds, 0.16% hits. Q2TB90. inhibition, % at 20 µM;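 active = inhibition above about 35% when tested at 20 µM, limit read from the data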;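 note: plate controls were DMSO wells with enzyme for no effect and DMSO wells lacking enzyme for full effect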
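Material – in-house recombinant HK5 (HKDC1) enzyme · Quantity – HKDC1 at 5 µg/mL · Buffer or medium – pH 8.0 Tris buffer with 10 mM MgCl2 · Reagent – glucose with 1 mM ATP · Dosing – single 20 µM dose · Times – reaction time 90 min, room temperature, protected from light · Technique – resorufin fluorescence at 613 nm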
SENP6 block: SENP6 protease inhibitors, primary screen, biochemical, luminescence, uHTS | Recombinant SENP6 catalytic domain, aminoluciferin luminescence | inhibition, % at 10 µM | 330,000 compounds, 1.8% hits | AID 2599, 2010;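 active = inhibition above about 50% at the single tested dose, limit read from the data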;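 note: plate controls were DMSO wells with enzyme for no effect and DMSO wells lacking enzyme for full effect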
NR3A LBD binder: binders of NR3A ligand-binding domain, primary screen, biophysical, differential scanning fluorimetry, uHTS; Glutamate receptor ionotropic, NMDA 3A (GRIN3A) ligand-binding domain; NR3A LBD differential scanning fluorimetry, Tm shift; 0% = protein alone, 100% = glycine-bound protein; Tm shift relative to glycine control, % at 25 µM; 340,000 compounds, 2.5% hits; AID 1259313, 2017;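 active = melting temperature shift of at least 10% of the positive control shift, at one fixed dose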
ATG4B inhibitor: ATG4B protease inhibitors, primary screen, biochemical, fluorescence, uHTS | AID 504462, 2011 | ATG4B cleavage of LC3-PLA2, NBD-HPC fluorescence, 1 h | Cysteine protease ATG4B (Homo sapiens), Q9Y4P1 | inhibition, % at 8.33 µM | 340,000 compounds, 0.51% hits; in the data active = inhibition above about 40%
PfGluPho inh: PfG6PD enzyme inhibitors, primary screen, biochemical, fluorescence intensity, uHTS. glucose-6-phosphate dehydrogenase-6-phosphogluconolactonase (Plasmodium falciparum 3D7). PfGluPho enzyme, NADPH resazurin-diaphorase fluorescence. inhibition, % at 20 µM. 350,000 compounds, 0.78% hits;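 active = inhibition reaching at least a set limit at 20 µM in the primary screen, cut at about 59% in these data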;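 note: 0% = DMSO wells with substrate and 100% = DMSO wells lacking glucose-6-phosphate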
MPTP inh: mitochondrial permeability transition pore inhibitors, primary screen, biochemical, isolated mouse mitochondria, absorbance; 360,000 compounds, 1.4% hits; Ca2+ swelling absorbance, 30 min; inhibition, % at 10 µM;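 active = inhibition of 50% or more, scaled per plate between neutral and stimulator controls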;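 note: 0% = DMSO wells given calcium and 100% = 1 mM EGTA wells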
* = called active by the depositor; / = no result given.

SMILES,SENP7 block,MPTP inh,NR3A LBD binder,ATG4B inhibitor,HKDC1 inh,SENP8 inh,PfGluPho inh,SENP6 block
CS(=O)(=O)N1CCN(c2ccccc2NC(=O)Cc2ccccc2)CC1,0,-1.0,0,-9,1,18,-17,-3
Cc1ccc(-c2nn(-c3ccccc3)cc2/C=C(\C#N)c2cccc(C#N)c2)o1,-3,-2.3,-2,-1,7,-118,34,-8
COc1nc(N)nc2c1ncn2C1OC(CO)CC1O (configuration not stated),/,-1.9,-4,-9,-8,1,-6,/
CCOC(=O)Cc1csc(NC(=O)CCNS(=O)(=O)c2ccc3c(c2)CCC(=O)N3)n1,0,-0.1,-3,-1,-6,1,-3,-3
CCCC(=O)n1nc(-c2ccco2)nc1N,0,0.3,5,-8,4,19,6,-21
Cc1cccc(NC(=O)CNC(=O)COC(=O)C2CC2C)c1C (configuration not stated),-5,0.5,0,-4,-4,18,-2,-11
Cc1cc(NC(=O)c2cc(-c3ccc(Br)cc3)on2)no1,16,0.9,-1,30,-4,17,2,-7
CCOC(=O)COn1c(=O)c(-c2ccc(OC)cc2)[n+]([O-])c2ccccc21,-1,0.1,-7,1,-2,-89,24,-20
CCc1cc2c(=O)c(-c3nc4ccccc4n3C)c(C)oc2c(CN2CCOCC2)c1O,13,-1.6,-4,-10,6,-170,-16,6
COCCn1c(C)cc(C(=O)CSc2ncn[nH]2)c1C,1,-1.4,2,6,-1,9,-2,-13
COc1ccc(CNC(=O)COC(=O)c2n[nH]c3ccccc23)cc1OC,-12,3.5,-1,-9,10,9,-7,-20
CCN(CC)C1=NC=CC(c2ccccc2)=CC1C (configuration not stated),4,1.2,-6,6,-7,9,1,-12
CC(=O)Nc1ccc(N/C=C/C(=O)c2ccccc2)cc1,55*,0.7,9,7,0,-72,16,70*
CCOc1ccc(-n2cc(-c3ccccc3)c3c(N4CCOCC4)ncnc32)cc1,-3,-0.9,-3,1,-1,-202,-9,-5
Cc1ccc(S(=O)(=O)N(C)c2ccc(OCC(=O)O)cc2)cc1,12,0.1,0,-14,-6,11,-6,1
CCc1ccccc1N1C(=O)C2CC(C)=C(C)CC2C1=O (configuration not stated),0,-7.4,0,-11,5,41*,-20,-19
COC(=O)c1c(NC(=O)/C=C/C(=O)O)sc(C)c1-c1ccc(C)cc1,-7,-0.8,0,-6,-2,0,-13,-12
CCc1nonc1NC(=O)c1oc2ccc(F)cc2c1C,7,-0.9,-2,2,-5,6,-1,5
COc1cccc(OC)c1OCC(=O)Nc1ccc(S(=O)(=O)N2CCCC2)cc1,3,1.1,4,-9,0,6,9,11
CN(C)C(=O)CCSc1nnc(-c2ccncc2)o1,-1,-1.1,1,-5,-8,16,3,2
COc1ccc(-c2nc(=S)[nH][nH]2)cc1OC,-9,-2.9,1,-4,8,-3,20,-11
CCOc1cc(-c2noc(CCC(=O)Nc3cccnc3)n2)ccc1OC,-5,2.3,3,8,1,15,0,-2
Cc1ccc(S(=O)(=O)NC(=NCc2ccccc2)c2ccc(F)cc2)cc1,3,0.3,-1,0,5,14,-1,-2
C#CCOCCOCCOCCNc1nc(N2CCN(C(=O)CCCCCCCCCCNC(=O)[C@H](CO)n3cc(CCCSC)nn3)CC2)nc(N2CCN(C(=O)CCCCCCCCCCNC(=O)[C@H](CCCCN)n3cc(CCO)nn3)CC2)n1,3,-10,28*,-4,-15,10,21,-14
COc1ccc(O)c(C(=O)c2cc(C#N)c(=O)n(CC3CCCO3)c2)c1 (configuration not stated),0,2.6,-1,3,2,-16,5,-4
COc1cc(OC)c2nc(C)c3c(c2c1)N(c1ccc(O)cc1)CC3,/,11,1,-2,6,-68,38,/
COc1ccccc1CNC(=O)C(CC(C)C)NS(=O)(=O)c1ccc2c(c1)oc(=O)n2C (configuration not stated),-3,-0.8,2,-2,5,1,-11,-19
Oc1ccc(/C=N/Nc2ccc3ccccc3c2)c(O)c1,12,2.5,4,-7,18,-223,19,13
CC(C)c1ccc(NC(=O)C(c2ccc3c(c2)OCO3)N2CCC3(CC2)OCCO3)cc1 (configuration not stated),9,-0.4,-1,-10,1,7,31,10
Cc1ccc(C)c(OCCC(=O)NCCc2ccc(F)cc2)c1,9,-0.2,1,-8,-2,1,-6,-11

Exported with values under each structure: part of the list above
Sequence of screens: SENP7 block	MPTP inh	NR3A LBD binder	ATG4B inhibitor	HKDC1 inh	SENP8 inh	PfGluPho inh	SENP6 block
- CCOC(=O)COn1c(=O)c(-c2ccc(OC)cc2)[n+]([O-])c2ccccc21
  -1	0.1	-7	1	-2	-89	24	-20
- CCc1cc2c(=O)c(-c3nc4ccccc4n3C)c(C)oc2c(CN2CCOCC2)c1O
  13	-1.6	-4	-10	6	-170	-16	6
- COCCn1c(C)cc(C(=O)CSc2ncn[nH]2)c1C
  1	-1.4	2	6	-1	9	-2	-13
- COc1ccc(CNC(=O)COC(=O)c2n[nH]c3ccccc23)cc1OC
  -12	3.5	-1	-9	10	9	-7	-20
- CCN(CC)C1=NC=CC(c2ccccc2)=CC1C (configuration not stated)
  4	1.2	-6	6	-7	9	1	-12
- CC(=O)Nc1ccc(N/C=C/C(=O)c2ccccc2)cc1
  55*	0.7	9	7	0	-72	16	70*
- CCOc1ccc(-n2cc(-c3ccccc3)c3c(N4CCOCC4)ncnc32)cc1
  -3	-0.9	-3	1	-1	-202	-9	-5

An excerpt of these results, with values under each structure:
Results follow in this order: SENP7 block	MPTP inh	NR3A LBD binder	ATG4B inhibitor	HKDC1 inh	SENP8 inh	PfGluPho inh	SENP6 block
COCCn1c(C)cc(C(=O)CSc2ncn[nH]2)c1C
  1	-1.4	2	6	-1	9	-2	-13
CCOc1ccc(-n2cc(-c3ccccc3)c3c(N4CCOCC4)ncnc32)cc1
  -3	-0.9	-3	1	-1	-202	-9	-5
